# Screening data (PubChem BioAssay)
# proCasp7 act – activates human procaspase-7, counter-screen for procaspase-3 activators | P55210 | recombinant procaspase-7, Ac-DEVD-pNA absorbance 405 nm; D23A/D198A/D206A triple mutant, cannot self-cleave; scale: DMSO 0, 5 µM enzyme 100 | activation, % at 8.5 µM | 330,000 tested, 0.093% active;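 active = percent activation above the screen-wide mean plus 3 SD, cut at about 25% in these data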
# Target sequence (P55210 whole entry D23A/D198A/D206A): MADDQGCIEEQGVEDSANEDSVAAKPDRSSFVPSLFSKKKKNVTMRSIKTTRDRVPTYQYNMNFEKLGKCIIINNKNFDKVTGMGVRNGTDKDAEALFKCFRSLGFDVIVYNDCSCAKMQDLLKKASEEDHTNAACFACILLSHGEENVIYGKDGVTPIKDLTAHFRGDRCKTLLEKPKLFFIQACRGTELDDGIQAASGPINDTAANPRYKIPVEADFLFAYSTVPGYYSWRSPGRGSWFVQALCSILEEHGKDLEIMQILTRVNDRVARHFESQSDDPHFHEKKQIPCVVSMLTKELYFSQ
#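 Assay system: Uncleavable procaspase-7 mutant enzyme / Input: 2 µM procaspase-7 mutant as dispensed / Dosing: single nominal 8.5 µM compound dose, 0.8% DMSO final / Timing: 1 h enzyme–compound preincubation and 2 h substrate reaction, both 25 °C / Detection: p-Nitroaniline absorbance at 405 nm, read at 0 and 120 min / Replication: singlicate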
# VLA-4 inh – inhibition in a human VLA-4 binding assay. P13612. VLA-4 expressing cells, ligand binding flow cytometry. inhibition, % (about 7 µM as worked out from the volumes in the protocol). 330,000 tested, 0.2% active. AID 2557; in the data active = inhibition above about 50%
# CTSL1 counter – cathepsin L1 inhibition, PFM18AAP counter-screen; recombinant F. hepatica cathepsin L1, Z-Leu-Arg-MCA fluorescence; inhibition, % at 5.96 µM; 300,000 tested, 0.49% active; AID 1906;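 active = inhibition above the mean of all tested compounds plus 3 SD, set per screening campaign, cut at about 17% in these data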;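 also: 0% = plate median of test compound wells and 100% = 1 µM Z-Phe-Ala-diazomethylketone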
# PP5 primary – blocks human protein phosphatase 5 activity | AID 1987 | 320,000 tested, 0.18% active | P53041 | purified PP5c, OMFP substrate fluorescence | inhibition, % at 6.7 µM;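 active = inhibition above the campaign's mean inhibition across all tested compounds plus 3 SD, cut at about 9.5% in these data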;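 also: 0% = DMSO only and 100% = 100 µM cantharidin control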
# PP1 inh – blocks human PP1-alpha phosphatase, a PP5 counter-screen; P62136; purified PP1alpha, OMFP fluorescence; inhibition, % at 6.7 µM; 320,000 tested, 0.9% active; AID 2235;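 active = inhibition above the mean inhibition of all tested compounds plus 3 SD, computed separately for each screening campaign, cut at about 15% in these data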
# Target sequence (P62136 whole entry, looked up): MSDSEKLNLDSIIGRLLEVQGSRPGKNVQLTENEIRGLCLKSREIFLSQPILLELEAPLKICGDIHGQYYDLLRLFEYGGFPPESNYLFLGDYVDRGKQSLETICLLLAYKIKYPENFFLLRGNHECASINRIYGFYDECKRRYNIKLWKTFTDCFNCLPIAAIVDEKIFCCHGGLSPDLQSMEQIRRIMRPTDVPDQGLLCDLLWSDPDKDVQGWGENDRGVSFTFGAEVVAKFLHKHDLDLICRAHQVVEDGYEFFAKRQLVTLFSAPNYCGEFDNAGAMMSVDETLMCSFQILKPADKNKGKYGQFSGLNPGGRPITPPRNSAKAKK
# proCasp3 act – activators of human procaspase-3; P42574; recombinant procaspase-3 D3A, Ac-DEVD-pNA absorbance 405 nm; activation, % at 8.5 µM; 330,000 tested, 0.11% active; AID 463141;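 active = activation above the mean of all tested compounds plus 3 SD, cut at about 21% in these data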;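 also: 0% = DMSO alone and 100% = DMSO wells spiked with extra 5 µM PC-3 D3A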
#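 Technique: 405 nm absorbance of p-nitroaniline, reads at 0 and 120 min; Test system: Procaspase-3 D3A mutant; Incubation: 1 h enzyme-compound preincubation, then 2 h substrate reaction, 25 °C; Repeats: singlicate, each compound tested once; Benchmarks: low control DMSO wells, high control DMSO plus 5 µM PC-3 D3A.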
# GRK2 inh – inhibitors of human GRK2 displacing RNA aptamer; P25098; bead flow cytometry, FAM-aptamer displacement from GRK2; inhibition of aptamer binding, % at 10 µM; 330,000 tested, 0.59% active; AID 488847;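 active = inhibition of aptamer binding above 40%, roughly 3 SD of noise, on plates passing a quality check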;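 also: median bead fluorescence of bound FAM aptamer so fluorescent compounds give negative values; no value below 0 was filed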
# core dimer inh – HCV core protein dimerization inhibition | AID 1899 | 300,000 tested, 0.33% active | inhibition, % at 5 µM | TR-FRET GST/Flag-core106 dimerization, 1536-well;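 active = inhibition above the mean of all tested compounds plus 3 SD, set per screening campaign, cut at about 45% in these data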
#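 System – GST-tagged and Flag-tagged HCV core protein residues 1-106 · Repeats – one well for each compound · Technique – TR-FRET 671 and 617 nm emission · Doses – one concentration, 5 µM, in 0.5% DMSO · Times – 4 h, 22.5 °C incubation · Also added – Eu donor and XL665 acceptor anti-tag antibodies · Measure – percent inhibition of core106 dimerization signal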
# JMJD2C inh – inhibitors of human GASC-1 (JMJD2C) demethylase | Q9H3R0 | GST-JMJD2C(1-420) H3K9me3 demethylation, DELFIA europium | inhibition, % at 2.35 µM | 330,000 tested, 0.069% active | AID 2099;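 active = more than half of a compound's replicate wells show inhibition beyond 50%, single wells judged on their own value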;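 also: signal counts dimethyl H3K9 product captured on neutravidin plate; 0% = median of DMSO wells and 100% = 0.3 times that DMSO median; strong numbers were not always called active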
# Target sequence (Q9H3R0 1-420 limits assumed): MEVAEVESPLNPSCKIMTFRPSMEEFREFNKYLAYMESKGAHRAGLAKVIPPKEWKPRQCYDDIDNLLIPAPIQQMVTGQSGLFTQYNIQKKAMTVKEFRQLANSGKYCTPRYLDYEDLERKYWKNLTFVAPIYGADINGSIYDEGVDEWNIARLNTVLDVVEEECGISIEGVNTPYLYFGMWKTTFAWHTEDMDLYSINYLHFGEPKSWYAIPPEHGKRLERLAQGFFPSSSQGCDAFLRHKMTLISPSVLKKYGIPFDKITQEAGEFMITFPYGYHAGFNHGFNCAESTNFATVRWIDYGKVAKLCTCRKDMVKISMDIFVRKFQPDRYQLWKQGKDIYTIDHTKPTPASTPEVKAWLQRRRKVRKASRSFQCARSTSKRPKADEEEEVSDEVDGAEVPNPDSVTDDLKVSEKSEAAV
# Numbers without * were called inactive; / = not tested or not shown.
# The first 13 records, ahead of the listing:
SMILES,proCasp7 act,VLA-4 inh,CTSL1 counter,PP5 primary,PP1 inh,proCasp3 act,GRK2 inh,core dimer inh,JMJD2C inh
CCN=C(Nc1ccc2c(c1)OCO2)SC1CC(=O)N(c2ccccc2F)C1=O (centres undefined),5.8,8.6,6.7,3.4,1.8,1.8,0.0,4.7,-15.9
Cc1ccccc1Cn1ccc(-c2ccc3c(c2)OCO3)n1,-9.3,-6.9,-0.6,4.8,0.8,3.6,2.0,-6.5,4.4
O=C(c1cccc(NC2=NC3CS(=O)(=O)CC3S2)c1)N1CCN(c2cccc(Cl)c2)CC1 (centres undefined),0.2,9.8,-4.8,1.9,-0.6,8.2,0.0,-2.2,1.9
O=C(O)C1Cc2ccccc2CN1S(=O)(=O)c1ccc2ccccc2c1 (centres undefined),2.4,5.1,1.8,-1.6,1.5,1.3,0.0,18.5,-3.9
CC(C)n1c(SC2C(=O)CC(C)(C)CC2=O)nc2c1c(=O)n(C)c(=O)n2C,-17.9,9.0,-5.7,1.9,-8.2,9.2,1.0,-0.5,0.9
COc1cc(NS(=O)(=O)c2ccc(OC)c(OC)c2)cc(OC)c1,-7.6,23.3,12.2,5.2,-1.9,-0.3,2.0,-5.5,4.4
O=C(Cc1ccccc1)N[C@@H](Cc1ccccc1)C(=O)O,7.3,/,-2.7,0.8,-2.9,4.9,/,-0.7,2.0
O=C(NC1CCS(=O)(=O)C1)c1cnccn1 (centres undefined),1.6,11.3,1.8,4.1,-3.2,-5.2,2.0,2.1,6.1
CCCC1CCC(c2ccc(/C(N)=N/O)cc2)CC1 (centres undefined),-0.8,2.8,-2.1,3.2,-0.2,6.4,1.0,-3.6,7.5
O=C(CSc1cccc(C(F)(F)F)c1)Nc1cc(S(=O)(=O)N2CCCC2)ccc1Cl,6.2,1.1,5.5,2.1,5.4,3.6,3.0,-6.0,11.1
CCC1(CC)Cc2ccccc2C(=O)N1,2.7,12.8,-1.9,-1.4,-3.5,-2.4,7.0,-3.5,2.6
N#CCSc1n[nH]c2nc3c(c(=O)n12)C1(CCCCC1)Cc1ccccc1-3,4.6,-10.8,-0.1,3.5,10.3,6.7,0.0,14.6,-4.5
COc1cccc(CNC(=O)CC(NC(C)=O)c2ccccc2)c1 (centres undefined),1.3,2.2,2.1,-0.1,-2.0,5.0,0.0,-3.1,141.9

# The list itself, from the first entry:
SMILES,proCasp7 act,VLA-4 inh,CTSL1 counter,PP5 primary,PP1 inh,proCasp3 act,GRK2 inh,core dimer inh,JMJD2C inh
CCN=C(Nc1ccc2c(c1)OCO2)SC1CC(=O)N(c2ccccc2F)C1=O (centres undefined),5.8,8.6,6.7,3.4,1.8,1.8,0.0,4.7,-15.9
Cc1ccccc1Cn1ccc(-c2ccc3c(c2)OCO3)n1,-9.3,-6.9,-0.6,4.8,0.8,3.6,2.0,-6.5,4.4
O=C(c1cccc(NC2=NC3CS(=O)(=O)CC3S2)c1)N1CCN(c2cccc(Cl)c2)CC1 (centres undefined),0.2,9.8,-4.8,1.9,-0.6,8.2,0.0,-2.2,1.9
O=C(O)C1Cc2ccccc2CN1S(=O)(=O)c1ccc2ccccc2c1 (centres undefined),2.4,5.1,1.8,-1.6,1.5,1.3,0.0,18.5,-3.9
CC(C)n1c(SC2C(=O)CC(C)(C)CC2=O)nc2c1c(=O)n(C)c(=O)n2C,-17.9,9.0,-5.7,1.9,-8.2,9.2,1.0,-0.5,0.9
COc1cc(NS(=O)(=O)c2ccc(OC)c(OC)c2)cc(OC)c1,-7.6,23.3,12.2,5.2,-1.9,-0.3,2.0,-5.5,4.4
O=C(Cc1ccccc1)N[C@@H](Cc1ccccc1)C(=O)O,7.3,/,-2.7,0.8,-2.9,4.9,/,-0.7,2.0
O=C(NC1CCS(=O)(=O)C1)c1cnccn1 (centres undefined),1.6,11.3,1.8,4.1,-3.2,-5.2,2.0,2.1,6.1
CCCC1CCC(c2ccc(/C(N)=N/O)cc2)CC1 (centres undefined),-0.8,2.8,-2.1,3.2,-0.2,6.4,1.0,-3.6,7.5
O=C(CSc1cccc(C(F)(F)F)c1)Nc1cc(S(=O)(=O)N2CCCC2)ccc1Cl,6.2,1.1,5.5,2.1,5.4,3.6,3.0,-6.0,11.1
CCC1(CC)Cc2ccccc2C(=O)N1,2.7,12.8,-1.9,-1.4,-3.5,-2.4,7.0,-3.5,2.6
N#CCSc1n[nH]c2nc3c(c(=O)n12)C1(CCCCC1)Cc1ccccc1-3,4.6,-10.8,-0.1,3.5,10.3,6.7,0.0,14.6,-4.5
COc1cccc(CNC(=O)CC(NC(C)=O)c2ccccc2)c1 (centres undefined),1.3,2.2,2.1,-0.1,-2.0,5.0,0.0,-3.1,141.9
O=C(NC(Cc1ccccc1)C(=O)O)/C(=C\c1ccco1)NC(=O)c1ccco1 (centres undefined),3.1,15.9,2.1,3.0,0.4,8.9,3.0,-2.7,10.4
CC(C)c1ccc(OCC(=O)NCc2n[nH]c(=O)c3ccccc23)cc1,1.2,3.4,1.4,-2.5,-3.0,6.8,0.0,1.2,-2.7
Cc1ccc(C)c(N(CC(=O)NC2CCCCC2)C(=O)c2csnn2)c1,7.7,3.4,1.5,3.5,0.9,0.3,0.0,-4.1,-3.0
O=C(C1CC(=O)N(c2ccc3c(c2)OCCO3)C1)N1CCN(Cc2ccccc2)CC1 (centres undefined),2.5,2.7,/,4.1,-4.7,5.2,1.0,/,3.7
CC(=O)Nc1ccc(NC(=O)c2ccc(N(C)S(=O)(=O)c3ccc(C)cc3)cc2)cc1,1.9,7.5,-2.5,-0.4,1.2,0.5,0.0,-8.6,-0.9
CC(C)c1nnc(NC(=O)CCC(=O)N2CCN(c3ccccc3F)CC2)s1,6.0,-3.7,-1.0,1.6,2.9,2.2,4.0,-2.1,16.8
CC(=O)N1CCN(C(=O)c2cc(S(=O)(=O)N(C)c3ccc(F)cc3)ccc2Cl)CC1,8.6,-11.8,-3.8,3.5,-9.0,-4.2,0.0,-5.1,-0.2
Cc1nc(-c2ccc(NC(=O)C3CC3)cc2)cs1,-6.5,7.7,4.0,0.2,1.8,-1.5,0.0,0.9,-2.0
COc1ccc(NC(=O)CSc2nc3scc(C)c3c(=O)[nH]2)cc1,0.4,-3.9,-0.7,1.2,-0.7,1.9,0.0,-4.4,7.3
CC(C)/C=C1\CC/C(=C\c2ccc(N(C)C)cc2)C1=O,-9.2,0.0,1.8,-1.3,-3.9,2.1,14.0,13.2,-0.4
Cc1ccc(C)c(OCc2ccc(C(=O)N3N=C(C(F)F)CC3(O)C(F)F)o2)c1 (centres undefined),-1.3,-4.0,1.8,1.7,3.2,4.4,0.0,6.9,-1.2
Cc1cc(OCC(=O)Nc2ccc(CN3CCCCC3)cc2)ccc1Cl,0.8,-0.1,0.0,2.1,-1.2,0.2,0.0,-5.1,-11.3
SMILES,proCasp7 act,VLA-4 inh,CTSL1 counter,PP5 primary,PP1 inh,proCasp3 act,GRK2 inh,core dimer inh,JMJD2C inh
COc1cc(OC)cc(C(=O)N[C@H](C(=O)OCC(=O)Nc2ccc(F)c(F)c2F)C(C)C)c1,-0.7,16.0,-32.6,-0.1,2.1,-1.1,0.0,4.0,-23.2
CC1CCCCC1NC(=O)/C(C#N)=C/c1ccc(F)c(F)c1 (centres undefined),-3.6,-9.7,7.6,4.2,-2.2,2.3,2.0,-7.9,2.6
CCNC(=S)NNC(=O)c1c(Cl)c(C)nn1C,1.2,-15.1,4.5,-1.1,-1.5,5.6,13.0,-7.5,-5.6
Cc1cc(C)c(-c2c(O)c3cccnc3n(C)c2=O)c(C)c1,2.0,-4.0,-0.4,1.6,1.3,-4.4,5.0,-8.3,-10.9
NNC(=S)Nc1ccc(S(=O)(=O)N2CCCCC2)cc1,-7.9,4.0,0.9,0.8,1.6,-7.6,1.0,7.2,7.9
O=C(CN1C(=O)CCC1=O)Nc1ccc(Cc2ccc(NC(=O)CN3C(=O)CCC3=O)cc2)cc1,8.9,-2.0,-1.1,-1.5,-2.0,6.7,3.0,4.0,-14.2
COc1ccc(NC(=O)CN(C)C(=O)c2ccccc2CCc2ccccc2)cc1,1.1,-0.1,5.2,2.6,0.6,-4.2,0.0,0.8,-0.8
COc1ccc(NC(=O)Nc2cccc(C)n2)c(OC)c1,-4.7,-5.2,1.6,1.5,1.3,-2.2,6.0,0.7,4.7
Cc1cc(=O)[nH]c(NCCO)n1,12.3,-12.6,-0.8,1.5,-1.9,-8.9,1.0,-2.6,-15.5
O=C(NC1CCCCC1)N1CCc2ccccc2C1,6.8,7.6,5.9,0.7,-0.9,-1.0,0.0,-4.8,17.9
CCN(CC(=O)Nc1c(F)cccc1F)C(=O)C1CCN(c2ncnc3sc(C)c(C)c23)CC1,-8.5,-1.4,-2.0,1.1,3.3,-1.2,0.0,-2.7,0.1
CN(CCc1cnn(C)c1)Cc1nc(Cc2ccccc2)no1,8.8,-4.0,-2.7,1.1,-2.3,3.1,3.0,-5.5,3.8
COc1ccc(S(=O)(=O)Nc2cccc3c2O[C@H](CN(C)C)[C@@H](C)CN([C@H](C)CO)C3=O)cc1,4.9,0.4,/,/,/,6.5,1.0,/,11.5
O=C(Oc1cccc2c(O)cccc12)c1ccccc1,-5.4,-8.4,-3.9,6.7,2.9,-12.2,42.0*,0.0,-14.2
OCC1(CCOc2ccccc2)CCN(CCCn2cccn2)CC1,15.0,1.7,1.6,-1.4,1.0,6.2,0.0,0.4,-0.7
O=C(Cn1c(SCC(=O)N2CCCc3ccccc32)nc2ccccc21)N1CCCC1,0.8,-0.8,-0.5,-0.6,-0.8,-4.0,0.0,0.6,28.3
O=C(NCc1ccccc1)Nc1cccn(Cc2ccccc2Cl)c1=O,7.2,4.7,0.9,1.4,1.6,-1.9,0.0,4.1,5.8
CCN(Cc1ccccc1)S(=O)(=O)c1ccc(OC)cc1,-4.2,7.6,-3.1,2.4,2.3,-2.8,2.0,0.4,31.3
C=CCNC(=S)Nc1nc2c(cc1C(=O)OCC)COC(C)(C)C2,3.6,18.6,1.3,0.5,0.8,11.3,1.0,0.7,4.2
C=CCNc1nc(C(=O)OCC(=O)c2ccccc2)cs1,6.1,2.5,-7.5,2.1,-4.2,-15.2,0.0,3.6,6.6
Cc1ccc(SCC2(O)CCN(C(=O)c3ccc(Cl)cc3)CC2)cc1,7.9,-6.2,0.1,2.0,-0.8,1.9,3.0,0.7,9.4
Cn1c(COc2ccccc2)nnc1SCc1cc(=O)[nH]c2ccccc12,-2.6,11.2,-1.1,0.2,2.7,-5.1,0.0,3.5,18.6
NNC(=O)COc1ccccc1F,2.0,-1.7,1.1,0.3,-0.7,-1.8,0.0,-7.0,-1.5
